BRCT PPI red – inhibitors of human BRCA1 BRCT-phosphoprotein interaction (red fluorophore). P38398. BRCT-phosphopeptide binding, red fluorescence polarization. Potency, µM (series often up to 76.9 µM), for inactives: at the top dose activity change, negative = inhibition, usual class: inhibitors. 75,000 tested, 0.03% active; note: % is set by controls: 0 for no effect and ±100 for the full control effect
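Fluorescence polarization: 100 nM His-tagged BRCA1 BRCT with 100 nM TAMRA-labelled phospho-BACH1 decapeptide, phosphate buffer pH 7.3 with 150 mM NaCl, DTT, 0.01% Tween 20; 12 min RT. Binding inhibition seen as FP decrease.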
USP2a inhib – inhibitors of human ubiquitin-specific protease USP2a | 60,000 tested, 0.1% active | O75604 | Potency, µM (series often up to 38.3 µM), inactives show top-dose activity change, negative = inhibition, most hits filed as inhibitors | USP2a enzymatic assay, qHTS inhibition;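 note: potency is the fitted concentration of half-maximal effect; nearly all actives have a fitted effect of over 60% in size; plate controls were DMSO for no effect and NEM full inhibition control for full effect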
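USP2 core (20 nM final) was preincubated with compound for 30 min at RT in 20 mM Tris-HCl pH 8.0, 2 mM CaCl2, 2 mM beta-mercaptoethanol; Ub-PLA2 (20 nM) plus NBD C6-HPC (20 uM) then added, fluorescence read after 2.5 h.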
Casp7 inh – caspase-7 (human) inhibition, allosteric or competitive. recombinant caspase-7, Ac-DEVD-AFC fluorescence rate. 75,000 tested, 0.02% active. AID 889. Potency, µM (titrated, usually from 57.5 µM), inactives show at the highest dose activity change, negative = inhibition, most hits filed as inhibitors; active = well fitted inhibition curve with a large enough effect in the main read-out, with a control signal flat, not every such curve was filed as active; inconclusive = small, poorly fitted or top-dose-only effect, or a change in a side signal; note: potency is the fitted concentration of half-maximal effect; % of control where 0% means no effect
Casp1 inh – caspase-1 (human) inhibition, allosteric or competitive. AID 900. Potency, µM (doses to about 57.5 µM), without a hit: at the highest dose activity change, negative = inhibition, hits mostly inhibitors. Caspase-1 enzyme, Ac-WEHD-AFC fluorogenic rate. 75,000 tested, 0.03% active;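 note: potency is the fitted concentration of half-maximal effect; plate controls were vehicle for no effect and no substrate for full effect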
BRCT inh green – BRCA1 BRCT-phosphoprotein interaction inhibition; 75,000 tested, 0.05% active; BRCA1 BRCT-phosphopeptide binding, green fluorescence polarization; P38398; Potency, µM (doses to about 76.9 µM), without a hit: top-dose activity change, negative = inhibition, hits mostly inhibitors;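 note: potency is the fitted concentration of half-maximal effect; plate controls were peptide without protein for full effect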
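Compounds were incubated for 12 min at room temperature with a complex of 100 nM fluorescein-tagged pBACH1 decapeptide and 250 nM His-tagged BRCT protein. Buffer was phosphate pH 7.3 with EDTA, DTT and Tween 20. Disruption of binding lowers the polarization signal.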
4-MU autofl – compounds fluorescent in 4-MU spectral region; compound autofluorescence, 340/450 nm, 4-MU equivalents; active compounds read high; max dye-equivalent concentration, M; 59,000 tested, 11% active; AID 589; in the data active = max dye-equivalent concentration above about 10 nM; inconclusive = mostly about 1.1 nM to 9.6 nM
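Intrinsic fluorescence at 340/450 nm (ex/em) was read after 15 min at room temperature in pH 8.0, 100 mM Tris. Each compound concentration expressed as 4-MU-equivalent concentration from a six-point 4-MU standard series on each plate.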
Rhodamine fluor – compound autofluorescence in rhodamine spectral region | 59,000 tested, 0.05% active | max dye-equivalent concentration, M | Rhodamine-region fluorescence, 547/598 nm, Tris buffer; active compounds read high; in the data active = max dye-equivalent concentration above about 11 nM; inconclusive = between about 1.1 nM and that limit
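qHTS spectral profiling of compounds without any target or enzyme present, in pH 8.0 Tris buffer; plates were read after a 15-minute room-temperature incubation using the rhodamine-region filter set.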
HEK293 cAMP cs – parental HEK293 cAMP activation (counter-screen). parental HEK293 CNG cAMP sensor, membrane potential fluorescence. 73,000 tested, 2.5% active. AID 938. Potency, µM (titrated, usually from 57.1 µM), for inactives: top-dose activation, usual class: activators; note: potency is the fitted concentration of half-maximal effect; % of control where 0% means no effect; nearly all actives have a fitted effect of over 55% in size
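Counterscreen for endogenous-receptor signalling: CNG-channel HEK 293 cells report cAMP rise by membrane depolarization. After 60 min dye equilibration with 100 uM RO 20-1724, compounds incubated 30 min before bottom-read fluorescence at 590 nm.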
TexasRed autofl – compound fluoresces in the Texas Red spectral region; Compound fluorescence, Texas Red channel, 547/618 nm; active compounds read high; max dye-equivalent concentration, M; 59,000 tested, 0.06% active; in the data active = max dye-equivalent concentration above about 10 nM; inconclusive = between about 1.1 nM and that limit
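Pin-transferred compounds and Texas Red standards go into 100 mM Tris buffer, pH 8.0. After 15 min at room temperature, plates are imaged with 547/618 nm filters. Each value is a dye-equivalent concentration derived from the per-plate dye curve.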
Fluorescein autfl – compound autofluorescence in fluorescein spectral region; max fluorescein-equivalent concentration, M; 59,000 tested, 0.91% active; Compound autofluorescence, 480/540 nm, fluorescein-equivalent; active compounds read high; in the data active = max fluorescein-equivalent concentration above about 10 nM; inconclusive = between about 1.1 nM and that limit
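Each compound is tested across a concentration series in 100 mM Tris buffer at pH 8.0. After 15 min at room temperature, plates are imaged with 480 nm excitation and 540 nm emission filters, and intensities are converted to fluorescein-equivalent values.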
A350 fluor – compound fluoresces in the Alexa 350 spectral region. max dye-equivalent concentration, M. Compound autofluorescence, 340/450 nm, Alexa 350 dye-equivalents; active compounds read high. 59,000 tested, 11% active; in the data active = max dye-equivalent concentration above about 10 nM; inconclusive = mostly about 1.1 nM to 9.6 nM
* = called active by the depositor; i = inactive; u = inconclusive; x = not tested or not shown; & = joins results of further samples; [ ] = dose if it differs, or a comment. Unless noted, calls come from the whole dose curve; as a rule, active = well fitted curve in the direction sought with a large enough effect; inconclusive = small, poorly fitted or top-dose-only effect, or another doubt; inactive = no such curve, though single readings can be large; an effect the other way counts as inactive or inconclusive.

nr	structure	BRCT PPI red	USP2a inhib	Casp7 inh	Casp1 inh	BRCT inh green	4-MU autofl	Rhodamine fluor	HEK293 cAMP cs	TexasRed autofl	Fluorescein autfl	A350 fluor
1	COc1ccc(-c2noc(CCCC(=O)NCc3ccco3)n2)cc1OC	-0.7%	2%	0%	1%	-0.9%	i	i	11%	i	i	i
2	Cc1ccc2cc(CN(C(=O)c3cccnc3)C(C)C)c(=O)[nH]c2c1	-0.9%	8%	0%	0%	0.4%	i	i	-3%	u	i	i
3	C#CCOC(=O)c1ccccc1C(=O)N(CC)CC	0.7%	1%	-2%	-3%	-0.4%	u	i	1%	i	i	u
4	Nc1cc(C(=O)OCC(=O)NCc2ccco2)ccc1Cl	-0.2%	20%	-2%	-1%	0.0%	i	i	-1%	u	i	u
5	CC(C)CCOCC(=O)Nc1cccc(C(=O)O)c1	1.3%	-5%	-1%	1%	-0.1%	i	i	9%	u	u	i
6	CC(=O)Nc1cccc(NC(=O)CSc2nnc(Cc3cccn3C)n2CCc2ccccc2)c1	0.4%	26%	2%	-1%	-0.9%	i	i	26%	i	i	i
7	CN(Cc1ccccc1)S(=O)(=O)c1ccc(NC(=O)C2CCCO2)cc1 (stereo unspecified)	-0.6%	x	-3%	2%	-1.6%	x	x	-11%	x	x	x
8	CCC(=O)N1CCc2cc(S(=O)(=O)NC(C(=O)NCc3ccc(F)cc3)C(C)C)ccc21 (stereo unspecified)	0.9%	10%	1%	-1%	-2.0%	i	i	5%	i	i	i
9	CCCc1[nH][nH]c(=O)c1C(c1cccc(Cl)c1)C(C#N)C#N (stereo unspecified)	0.1%	4%	0%	-8%	-0.5%	i	i	u	i	i	i
10	Cc1cc(Oc2ccc(Cl)cc2)nc(-c2ccccc2O)n1	0.8%	0%	0%	0%	1.4%	i	i	u	i	i	i

Later entries:
nr	structure	BRCT PPI red	USP2a inhib	Casp7 inh	Casp1 inh	BRCT inh green	4-MU autofl	Rhodamine fluor	HEK293 cAMP cs	TexasRed autofl	Fluorescein autfl	A350 fluor
11	CC1Cc2ccccc2N1C(=O)c1cc2c(=O)n3ccccc3nc2n1C (stereo unspecified)	2.0%	23%	-5%	-2%	-2.1%	3.2e-08M*	i	-2%	i	i	3.1e-08M*
12	O=C(O)CCc1nc(-c2ccccc2)no1	-0.4%	-1%	0%	-2%	-0.7%	i	i	10%	i	i	i
13	O=C(NCc1ccccc1)NC1(C(=O)N2CCN(c3ncccn3)CC2)CCCCC1	0.1%	-4%	0%	0%	0.5%	i	i	2%	i	u	u
14	Cc1nc(N2CCN(c3ccccc3)CC2)nc2c1C(=O)CCC2	0.2%	1%	-5%	-1%	-2.4%	i	i	26%	u	u	i
15	O=C(C1COc2ccccc2O1)N1CCn2c(nc3ccccc32)C1 (stereo unspecified)	-0.7%	x	2%	-4%	1.0%	x	x	11%	x	x	x
16	Cc1ccc2nc(-c3cccnc3)oc2c1	-0.4%	8%	0%	0%	0.9%	u	i	6%	i	i	u
17	CCN(CC)CCCN(Cc1cc2cc3c(cc2[nH]c1=O)OCO3)C(=O)Nc1ccccc1OC	-0.1%	5%	-1%	-2%	-0.3%	2.2e-07M*	i	5%	u	i	1.9e-07M*
18	Nc1nc2ncc(=O)[nH]c2c(=O)[nH]1	0.6%	-5%	-15%	-9%	-2.1%	x	x	x	x	x	x
19	Cc1ccc(-c2nc3cccnc3s2)cc1NC(=O)c1ccco1	-1.7%	9%	-5%	1%	0.2%	u	i	18%	i	i	u
20	C=CCn1c(=N)c(C(=O)OCC)cc2c(=O)n3cccc(C)c3nc21	x	x	x	x	x	8.5e-06M*	i	x	i	i	9.2e-06M*

Later entries:
nr	structure	BRCT PPI red	USP2a inhib	Casp7 inh	Casp1 inh	BRCT inh green	4-MU autofl	Rhodamine fluor	HEK293 cAMP cs	TexasRed autofl	Fluorescein autfl	A350 fluor
21	CN(c1cccc(NC(=O)CN2C(=O)c3ccccc3S2(=O)=O)c1)S(C)(=O)=O	-0.2%	2%	-2%	0%	-2.3%	i	i	-1%	u	i	i
22	Cc1cccc(C(=O)NCN2CCN(c3ccccc3C#N)CC2)c1	-0.7%&1.4%	7%	0%&-1%	0%&2%	0.1%&-7.1%	i	i	u	i	u	i
23	O=C(CCCn1c(=O)oc2ccccc21)N1CCc2ccccc2C1	-1.9%	-3%	-1%	2%	0.4%	i	i	25%	u	u	i
24	O=C(NCc1ccccc1)c1c(F)c(F)c(F)c(F)c1F	-0.3%	-9%	0%	0%	-1.2%	i	i	u	i	i	i
25	Cc1nc(N(C)C)c2sc(=S)n(C)c2n1	0.6%	x	1%	1%	-3.9%	x	x	4%	x	x	x
26	O=C(CSc1ncn[nH]1)c1ccc2c(c1)OCO2	0.8%	3%	-2%	-4%	-1.2%	5.3e-08M*	i	2%	i	i	5.1e-08M*
27	CCOCCCNc1nc2ccccc2[nH]1	-1.2%	-5%	-1%	0%	-1.2%	i	i	16%	i	u	i
28	Cc1ccc(C(=O)NC2CC(C)(C)NC(C)(C)C2)c(C)c1	-1.0%	-3%	-1%	2%	0.1%	i	i	1%	i	i	i
29	Cc1ccc(N=Cc2nc(-c3ccco3)oc2O)cc1	-0.1%	-6%	-9%	u	1.4%	u	i	-20%	u	i	1e-08M*
30	Cc1c(NC(=O)C2CCCN2C(=O)c2cccs2)c(=O)n(-c2ccccc2)n1C (stereo unspecified)	-0.5%	-11%	-2%	4%	-1.1%	i	i	15%	i	i	i

Next entries follow:
nr	structure	BRCT PPI red	USP2a inhib	Casp7 inh	Casp1 inh	BRCT inh green	4-MU autofl	Rhodamine fluor	HEK293 cAMP cs	TexasRed autofl	Fluorescein autfl	A350 fluor
31	Cc1ccc(C2C(C(=O)c3sc(C)nc3C)=C(O)C(=O)N2CCCN(C)C)o1 (stereo unspecified)	3.4%	-6%	-3%	-4%	-1.1%	2.4e-07M*	i	0%	i	i	2.9e-07M*
32	C=CCN1C(=O)C2C(C(=O)NC)C3(C)C=CC2(O3)C1C(=O)NCc1ccc(OC)cc1 (stereo unspecified)	1.1%	-4%	0%	0%	-1.8%	i	i	-3%	i	u	i
33	Cc1ccc(-c2noc(CSc3nnnn3C3CCCCC3)n2)cc1	-0.4%	x	-2%	-2%	-0.2%	x	x	47%	x	x	x
34	COc1cccc(C(=O)NC2=NCCS2)c1	-0.5%	3%	-1%	2%	-0.5%	i	i	-10%	u	i	i
35	CCOCCn1c(SCc2c(F)cccc2Cl)nc2c1c(=O)[nH]c(=O)n2C	x	x	x	x	x	u	i	x	i	u	u
36	N#Cc1cccc(-c2ccc3ncnc(NCCN4CCOCC4)c3c2)c1	1.0%	60%[activator]	-4%	-6%	-1.1%	i	i	28%	i	u	i
37	CCCNCc1cc(OCC)c(OCC(N)=O)cc1Br	1.4%	2%	2%	-1%	-2.3%	i	i	29%	u	i	i
38	CCn1c(CNC(=O)c2ccc3c(c2)OCO3)nnc1SCC(=O)Nc1cc(C)ccc1OC	0.9%	24%	0%	1%	-1.1%	i	i	29%	u	i	i
39	COc1cc(OC)cc(C(=O)NC2CCN(Cc3nnnn3Cc3cccs3)CC2)c1	-0.5%	7%	1%	-4%	1.0%	i	i	u	i	i	i
40	CCCCn1c(=O)[nH]c(=O)c2c1nc(COc1ccc(C#N)cc1)n2CCC	0.4%	-4%	0%	-3%	-1.4%	i	i	26%	i	i	i

The results go on:
nr	structure	BRCT PPI red	USP2a inhib	Casp7 inh	Casp1 inh	BRCT inh green	4-MU autofl	Rhodamine fluor	HEK293 cAMP cs	TexasRed autofl	Fluorescein autfl	A350 fluor
41	CC(=O)OC1CC(OC(C)=O)[C@]2(C)C(CC(=O)[C@]3(C)C2CC[C@@]2(C)C(c4ccoc4)OC(=O)C4O[C@@]423)C1(C)C (stereo partly specified)	-1.8%	5%	2%	-1%	-1.4%[3.08 µM]	x	x	x	x	x	x
42	O=C(NC1CCS(=O)(=O)C1)c1ccc(-c2ccc(Br)cc2)o1 (stereo unspecified)	-0.4%	11%	-2%	1%	-0.7%	i	i	-2%	u	i	i
43	Cc1nc2ccc(S(=O)(=O)NC(C(=O)N3CCC(C)CC3)C(C)C)cc2s1 (stereo unspecified)	0.6%	x	1%	1%	-5.5%	x	x	16%	x	x	x
44	C/C(Cl)=C\CNC(C)c1ccccc1 (stereo unspecified)	-2.3%	-6%	6%	3%	3.4%	i	i	11%	u	i	u

Grouped by structure: the entries above containing an aryl thioether with sulfur outside any ring (5)
nr	structure	BRCT PPI red	USP2a inhib	Casp7 inh	Casp1 inh	BRCT inh green	4-MU autofl	Rhodamine fluor	HEK293 cAMP cs	TexasRed autofl	Fluorescein autfl	A350 fluor
6	CC(=O)Nc1cccc(NC(=O)CSc2nnc(Cc3cccn3C)n2CCc2ccccc2)c1	0.4%	26%	2%	-1%	-0.9%	i	i	26%	i	i	i
26	O=C(CSc1ncn[nH]1)c1ccc2c(c1)OCO2	0.8%	3%	-2%	-4%	-1.2%	5.3e-08M*	i	2%	i	i	5.1e-08M*
33	Cc1ccc(-c2noc(CSc3nnnn3C3CCCCC3)n2)cc1	-0.4%	x	-2%	-2%	-0.2%	x	x	47%	x	x	x
35	CCOCCn1c(SCc2c(F)cccc2Cl)nc2c1c(=O)[nH]c(=O)n2C	x	x	x	x	x	u	i	x	i	u	u
38	CCn1c(CNC(=O)c2ccc3c(c2)OCO3)nnc1SCC(=O)Nc1cc(C)ccc1OC	0.9%	24%	0%	1%	-1.1%	i	i	29%	u	i	i

Compound activity deposited in PubChem by National Center for Advancing Translational Sciences (NCATS).

A portion of the library; count on the stated rates, not on these rows.
